# ABCG2 inh: blocks JC-1 efflux by human ABCG2 transporter. IgMXP3 cells, flow cytometry. Q9UNQ0. AID 1325. inhibition, % at 6.6 µM. 190,000 tested, 0.1% active;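 active means inhibition above 80%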;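 further: 0% = DMSO and 100% = nicardipine control wells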
#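 test system = two drug-resistant human cell lines, ABCG2 and ABCB1 | amount = 3 million cells/mL final, two lines in 1:1 ratio | reagent = JC-1 transporter substrate | doses = one concentration, 6.6 µM final | incubation = 10 min at 25 °C | signal = flow cytometric JC-1 green MFI at 530 nm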
# Mcl-1 Bim block: inhibitors of Bim-Mcl-1 interaction, human | inhibition, % at 10 µM | Q07820 | 190,000 tested, 0.1% active | Bead-based flow cytometry, Bim peptide-Mcl-1 binding | AID 1009;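 further: 0% = no compound tracer wells and 100% = peptide blocker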
# Bim-Bcl-XL: disrupts Bim peptide binding to human Bcl-XL; bead flow cytometry, fluorescence; inhibition, % at 10 µM; 190,000 tested, 0.04% active; AID 1007
# Target sequence (Q07817 whole entry, looked up): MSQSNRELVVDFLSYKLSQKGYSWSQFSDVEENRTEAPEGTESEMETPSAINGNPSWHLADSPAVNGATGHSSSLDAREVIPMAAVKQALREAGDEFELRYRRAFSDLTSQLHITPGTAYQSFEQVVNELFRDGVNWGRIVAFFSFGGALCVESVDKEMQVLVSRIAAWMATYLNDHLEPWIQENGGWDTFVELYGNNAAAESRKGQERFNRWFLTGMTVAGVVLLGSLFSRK
# Bim-Bfl-1: disrupts Bim binding to human Bfl-1. Q16548. Bead-based flow cytometry, Bim-Bfl-1 binding inhibition. inhibition, % at 10 µM. 190,000 tested, 0.12% active. AID 1008;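 further: 0% = wells without compound plus tracer and 100% = blocker peptide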
# RGS7-Gao: modulates binding of RGS7 to human Galphao; P09471; Multiplexed bead flow cytometry; actives lie on both sides; binding response (% of control), % at 10 µM; 220,000 tested, 0.35% active; in the data active means binding response below about 49% or above about 150%; inconclusive means no clear call, values can overlap the other calls; inactive means in between;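 further: fluorescent Galphao held in activated GDP-AlF4 state binding bead-coupled RGS7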
# Target sequence (P09471 whole entry, looked up): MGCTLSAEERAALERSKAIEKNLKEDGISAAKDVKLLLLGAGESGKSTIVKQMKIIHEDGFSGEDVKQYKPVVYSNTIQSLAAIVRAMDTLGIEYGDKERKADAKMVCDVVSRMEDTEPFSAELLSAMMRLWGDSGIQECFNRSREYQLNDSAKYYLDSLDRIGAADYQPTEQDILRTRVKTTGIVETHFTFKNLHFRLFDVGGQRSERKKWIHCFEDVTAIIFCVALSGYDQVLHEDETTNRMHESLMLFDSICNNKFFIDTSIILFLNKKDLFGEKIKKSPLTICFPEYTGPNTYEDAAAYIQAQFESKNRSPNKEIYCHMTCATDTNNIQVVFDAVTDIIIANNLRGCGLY
# ABCB1 inh: inhibitors of human ABCB1 transporter, ABCG2 counter-screen. P08183. CCRF-Adr cells, JC-1 efflux, flow cytometry. inhibition, % at 6.6 µM. 190,000 tested, 0.067% active; in the data active means inhibition above about 40%;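 further: 0% = vehicle and 100% = reference inhibitor; higher value means more JC-1 retained so stronger ABCB1 efflux block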
# Bcl-B Bim block: inhibitors of Bim-Bcl-B interaction, human | bead-based flow cytometry, Bim peptide-Bcl-B binding | 190,000 tested, 0.073% active | inhibition, % at 10 µM | Q9HD36;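 further: 0% = tracer peptide without compound and 100% = reference inhibitor peptide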
# Bim-Bcl-W: inhibitors of Bim-Bcl-W interaction, human | bead-based flow cytometry, Bim peptide-Bcl-W binding | inhibition, % at 10 µM | 190,000 tested, 0.02% active | AID 952;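 further: 0% = bound tracer without compound and 100% = peptide blocker; higher means less fluorescent Bim peptide bound to Bcl-W beads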
# Target sequence (Q92843 whole entry, looked up): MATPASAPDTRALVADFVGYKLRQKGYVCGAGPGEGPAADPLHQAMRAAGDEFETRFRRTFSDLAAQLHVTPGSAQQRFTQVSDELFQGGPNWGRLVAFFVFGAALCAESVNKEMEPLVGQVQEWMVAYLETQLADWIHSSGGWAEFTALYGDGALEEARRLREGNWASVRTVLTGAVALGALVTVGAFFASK
# Bim-Bcl-2: inhibitors of Bim-Bcl-2 interaction, human | Bead-based flow cytometry, Bim peptide-Bcl-2 binding | inhibition, % at 10 µM | 190,000 tested, 0.06% active | AID 950; in the data active means inhibition above about 40%; inconclusive means no clear call, values can overlap the other calls;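 further: 0% = no compound wells with probe peptide and 100% = reference peptide inhibitor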
# Target sequence (P10415 whole entry, looked up): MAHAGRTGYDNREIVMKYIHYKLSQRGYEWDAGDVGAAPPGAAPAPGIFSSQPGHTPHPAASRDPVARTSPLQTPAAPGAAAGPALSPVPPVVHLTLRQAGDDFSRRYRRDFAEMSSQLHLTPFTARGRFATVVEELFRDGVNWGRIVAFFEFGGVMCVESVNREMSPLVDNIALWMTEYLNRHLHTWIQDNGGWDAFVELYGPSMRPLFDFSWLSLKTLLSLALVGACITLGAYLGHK
# RGS4-Gao reg: human RGS4-Galphao interaction regulation; P09471; Multiplexed bead flow cytometry, RGS4-Galphao binding; actives lie on both sides; binding response (% of control), % at 10 µM; 220,000 tested, 0.33% active; AID 1415; in the data active means binding response below about 49% or above about 150%; inactive means in between;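 further: fluorescent Galphao activated with aluminum fluoride binding bead-coupled RGS4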
# RGS8-Gao: modulates binding of RGS8 to human Galphao. response (percent of control binding), % at 10 µM. multiplexed bead flow cytometry; actives lie on both sides. AID 1423. 220,000 tested, 0.34% active. P09471; in the data active means response below about 60% or above about 140%; inactive means in between;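 further: Galphao activated as the GDP aluminium fluoride complex binding bead-coupled RGS8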
# Starred values were filed as active, the others as inactive; ? = inconclusive; & = joins results of further samples. Unless noted, no stated cut-off is given here; in the data, active means inhibition above about 40%.
SMILES,ABCG2 inh,Mcl-1 Bim block,Bim-Bcl-XL,Bim-Bfl-1,RGS7-Gao,ABCB1 inh,Bcl-B Bim block,Bim-Bcl-W,Bim-Bcl-2,RGS4-Gao reg,RGS8-Gao
CCOC(=O)N1CCN(C(=O)Nc2ccc3nccnc3c2)CC1,1,-1,0,-1,98,-0.1,-1,1,1,101,100
Cn1c(CC(=O)Nc2ccccc2)nnc1SCC(=O)c1ccccc1,-3,0,-1,-9,104,0.1,-15,-3,-12,87,102
CCOc1ccc(S(=O)(=O)NCc2cccs2)cc1,3,-5,-7,-18,96,-0.6,-10,-3,-11,96,99
O=C1NCCN1C(=O)N(c1ccccc1)c1ccccc1,0,56*,-4,-9,101,-0.1,-2,6,-7,100,101
O=C(c1ccco1)N1CCN(/C(=N/S(=O)(=O)c2cccs2)c2ccccc2Cl)CC1,0,0,-5,-7,99,-0.3,-9,1,-3,101,102
CCCCCn1c(SC(C)C(C)=O)nc2c1c(=O)[nH]c(=O)n2C (stereo unspecified),3,1,-3,-9,102,1.1,-4,0,-6,104,100
CCCN(CCC)C(=O)c1ccccc1C(=O)N(CCC)CCC,1,21,1,11,106,0.7,15,7,14,108,105
Cc1c(CCOC(=O)c2ccc([N+](=O)[O-])cc2)sc[n+]1CC(=O)c1ccccc1,5,-3,-3,17,98,1.1,-3,1,3,103,99
NCC12CC3CC(CC(O)(C3)C1)C2,0,-2,0,-12,101,0.1,-7,0,-6,103,103
CCN1CCCC1CNCc1cc(OC)c(OC)c(OC)c1 (stereo unspecified),2,-4,-6,-18,99,0.8,-11,-1,-12,100,97

# Random excerpt: two compounds from above.
SMILES,ABCG2 inh,Mcl-1 Bim block,Bim-Bcl-XL,Bim-Bfl-1,RGS7-Gao,ABCB1 inh,Bcl-B Bim block,Bim-Bcl-W,Bim-Bcl-2,RGS4-Gao reg,RGS8-Gao
O=C1NCCN1C(=O)N(c1ccccc1)c1ccccc1,0,56*,-4,-9,101,-0.1,-2,6,-7,100,101
CCOC(=O)N1CCN(C(=O)Nc2ccc3nccnc3c2)CC1,1,-1,0,-1,98,-0.1,-1,1,1,101,100

# Continuation.
SMILES,ABCG2 inh,Mcl-1 Bim block,Bim-Bcl-XL,Bim-Bfl-1,RGS7-Gao,ABCB1 inh,Bcl-B Bim block,Bim-Bcl-W,Bim-Bcl-2,RGS4-Gao reg,RGS8-Gao
O=C(Oc1cccc([N+](=O)[O-])c1)N1CCCCC1,5,3,4,-4,117,1.3,0,2,-2,107,101
O=C(OCC(=O)N1CCOCC1)c1ccc(N2CCOCC2)c([N+](=O)[O-])c1,11,0,1,-5,102,0.8,-1,1,0,105,101
CN=Cc1c(NC)nc2c(C)cccn2c1=O,10,-1,-3,-6,100,0.6,-6,-3,-6,101,106
CN1C(=O)[C@@H]2[C@@H]3C[C@@H]([C@H]4ON=C(c5ccc(Cl)cc5Cl)[C@@H]34)[C@@H]2C1=O,1,-4,-5,-6,97,0.2,-8,-2,-6,100,101
S=C(Nc1ccc(Cl)cc1Cl)Nn1cnnc1,-11,6,5,15,103,-1.4,13,4,8,103,109
Cc1cccc2sc(NC(=O)c3ccc(Cl)s3)nc12,0,1,0,-7,101,0.1,-6,0,-6,99,100
Cc1ccc2c(c1)N(C(=O)c1ccco1)C(C)(C)c1ssc(=S)c1-2,1,-6,-5,-1,102,0.9,-7,-7,-4,104,107
O=C(CCC1COc2ccccc2O1)NC1CCCCC1 (stereo unspecified),1,1,5,-10,98,0.3,-5,3,-5,100,98
O=C(CCc1nnc(C2(c3ccc(Cl)cc3)CCC2)o1)NCCCn1cccn1,1,-3,-4,-15,101,0.0,-4,-3,-11,99,101
CCN(CC)S(=O)(=O)c1cccc(C(=O)Nc2ccc(C#N)cc2)c1,4,-4,-1,-9,103,0.5,-7,4,-9,103,100
COCCCNC(=O)C1CCCCN1S(=O)(=O)c1ccc(F)cc1 (stereo unspecified),-4,3,4,5,102,-0.3,0,-1,2,105,97
CC(OC(=O)c1oc2ccccc2c1CSC1CCCCC1)C(=O)NC(N)=O (stereo unspecified),-1,-1,-4,0,86,0.0,-3,-1,1,84,95
CCc1ccc2c(COn3nnc4ccc(S(=O)(=O)N(C)C)cc43)cc(=O)oc2c1,-1,-9,0,-2,97,-0.5,-2,0,-5,101,86
COCc1cc(=O)n2[nH]c(SC)nc2n1,0,-4,-11,-5,105,0.0,-9,-2,-8,99,102
COc1cc(OC)cc(C(=O)Nc2c(F)cccc2F)c1,9,-5,-11,-7,102,1.7,-14,-7,-9,103,108
CCCNC(=O)c1c(O)c2c([nH]c1=O)CCCC2,2,-1,-4,-7,101,0.5,-3,-3,-4,101,101
C/C(N)=C(/C#N)C(=O)COC(=O)c1oc2ccccc2c1COC(C)C,3,0,-3,-5,?,0.2,-4,-2,-2,101,98
CCOC(=O)c1ccc(NC(=O)CN(c2ccc(C)cc2)S(=O)(=O)c2c(C)nn(C)c2C)cc1,7,0,-1,-9,105,1.5,-8,0,-9,105,105
COc1ccc(-c2nc(-c3ccc(Br)cc3)no2)c(OC)c1,8,-1,-9,-17,103,1.0,-12,-2,-9,101,101
O=C1c2ccccc2NC(c2cccc(Cl)c2)N1N=C1CCCCCC1 (stereo unspecified),8,-2,0,-3,101,1.1,-2,-2,-3,101,103
Cc1cc(C)c(C#N)c(SCc2ccc3c(c2)OCO3)n1,1,1,0,-8,103,-0.1,-2,0,-1,103,104
CCOC(=O)C(NCc1ccc(OC)cc1)(NC(C)=O)C(F)(F)F (stereo unspecified),2,-4,0,-1,102,0.1,-6,-3,-1,99,99
Nc1c(Cl)ncnc1NCCO,0,-1,0,-5,?,-0.2,-3,0,0,102&98,100&105
COc1cc(NS(=O)(=O)c2ccc(NC(=O)/C(=C\c3ccccc3OC)NC(=O)c3ccccc3)cc2)nc(OC)n1,2,0,-1,-13,103,0.6,-6,0,-5,102,100
O=C(C1=C[C@@H](C2CC2)C[C@@H](OCCCCO)O1)N1CCOCC1,1,0,-2,-3,99,0.6,-5,2,-3,104,104
Cc1c(CN(C)CCc2ccccc2)c(=O)n(-c2ccccc2)n1C,1,-1,-2,-4,93,0.3,0,-5,0,94,94
COc1cccc(-c2nc(CS(=O)(=O)CC(=O)N3CCN(c4ccccn4)CC3)c(C)o2)c1,3,1,1,1,103,0.6,0,0,0,105,98
O=C(O)c1cc(N/N=C/c2ccc3c(c2)OCCO3)ccc1Cl,-6,-2,-5,-2,100,-0.9,-4,0,0,102,101
CCNC(=O)CSc1nnc(CN2CCCCCC2=O)n1-c1ccccn1,1,0,-2,-3,103,0.4,-1,1,0,103,103
CCCCN(C)C(=O)c1nc2ccccn2c1CN1CCN(c2ccccn2)CC1,0,-1,-3,-9,104,0.0,-3,-2,-2,101,100

# Entries listed above printed as active in Mcl-1 Bim block.
Compound	ABCG2 inh	Mcl-1 Bim block	Bim-Bcl-XL	Bim-Bfl-1	RGS7-Gao	Bcl-B Bim block	Bim-Bcl-W	Bim-Bcl-2	RGS4-Gao reg	RGS8-Gao
O=C1NCCN1C(=O)N(c1ccccc1)c1ccccc1	0	56*	-4	-9	101	-2	6	-7	100	101

# New compounds follow.
SMILES,ABCG2 inh,Mcl-1 Bim block,Bim-Bcl-XL,Bim-Bfl-1,RGS7-Gao,ABCB1 inh,Bcl-B Bim block,Bim-Bcl-W,Bim-Bcl-2,RGS4-Gao reg,RGS8-Gao
COc1ccc(NC(=O)c2ccccc2S(=O)c2ccccc2C#N)cc1 (stereo unspecified),9,0,2,-3,98,0.6,1,0,-2,100,99
O=C(Nc1ccccc1C(=O)N/N=C/c1ccco1)c1ccc(F)cc1,0,-2,1,2,101,-0.1,6,3,0,100,90
CCOc1ccc2[nH]c(=O)c(CN(CCCO)C(C)=O)cc2c1,-6,-1,2,-3,101,-6.0,-1,-1,0,103,103
Cn1c(=O)c2c(-c3ccccc3)n(CCCN3CCOCC3)cc2n(C)c1=O,-1,-1,-7,-13,99,0.3,-8,-1,-6,101,104
CCCCC(=O)OCc1nc2ccccc2s1,0,0,3,0,?,-0.7,-1,2,0,97,98
CCCN(CCC)CCCNC(=O)c1nn(-c2cccc(OC)c2)c(=O)c2ccccc12,27,1,-3,-8,95,3.5,-6,-1,-6,99,100
Cn1c2ccccc2c2c(C(=O)N3CCN(c4ccccc4)CC3)cn(C3CCCC3)c(=O)c21,26,1,-2,-10,102,11,-6,0,-2,100,102
CCOC(=O)/C=c1\s/c(=C\c2ccc3cc(OC)ccc3c2)c(=O)n1CC(=O)NCC1CCCO1 (stereo unspecified),0,-1,2,-1,105,0.0,1,0,0,104,105
COc1ccc(S(=O)(=O)c2ccc(OCC3CO3)cc2)cc1 (stereo unspecified),-2,-1,-1,-6,?,-0.4,-5,0,-2,113,112
Cc1ccccc1-n1nnnc1SC1CCOC1=O (stereo unspecified),-1,-1,-4,-8,96,-2.8,-9,-3,-12,101,98
COc1ccccc1CN1C[C@@H]2C[C@@H](C3=Cc4cc(Cl)ccc4OC3)N3CCC[C@@]23C1=O,4,-1,-5,-5,96,2.2,-2,-5,-4,97,102
COc1ccc(NC(=O)C2CCN(S(=O)(=O)c3ccc(OC)c(OC)c3)CC2)c(OC)c1,3,-10,1,0,105,0.8,0,2,-1,99,101
Cc1ccc(S(=O)(=O)NC2CCCc3ccccc32)cc1C (stereo unspecified),7,-9,-4,0,101,1.4,0,-1,-1,103,99
COc1ccc(OC)c(S(=O)(=O)n2ccnc2C)c1,1,-1,-8,-15,99,0.2,-7,-1,-9,99,100
CCOC(=O)/C(C(N)=NCC(C)C)=C(/O)c1ccccc1,5,-2,-3,-2,99,0.9,-3,-1,0,96,100
CCOC(=O)c1c(C)n(-c2ccccc2)c2ccc(O)cc12,0,-4,-2,-6,97,-0.3,-3,-3,-3,98,102
C(=C\c1ccccc1)/CSc1nnc(-c2ccncc2)n1Cc1ccco1,5,-3,-3,-17,105,1.2,-7,-3,-9,101,101
CNc1ccc(/C=C(\C#N)c2ccccn2)cc1[N+](=O)[O-],7,-1,0,-1,?,0.6,-3,0,-2,99,100
O=C(c1ccccc1)N1CCCC(c2ccc(Cl)cc2)=N1,8,-2,-5,-1,103,1.0,0,-1,2,101,100
O=C(N/N=C/c1c[nH]c2ccccc12)c1cc(-c2ccc3ccccc3c2)n[nH]1,-2,26,30,30,94,-0.5,19,21,14,100,89
CCc1nnc(NS(=O)(=O)c2ccc(NC(=O)COc3ccc4ccccc4c3)cc2)s1,-2,4,-2,2,96,-0.5,0,1,3,98,94
Cc1ccc(-n2c(SCC(=O)N3Cc4ccccc4CC3C(=O)O)nnc2-c2cccnc2)c(C)c1 (stereo unspecified),-3,-3,-8,-5,98,-0.2,-4,-4,-5,99,100
COCC(C)n1c(C)cc(C(=O)COC(=O)c2ccc(N3CCCC3=O)cc2)c1C (stereo unspecified),6,-4,1,-18,102,1.6,-8,0,-14,102,101
CC(=O)NCCc1ccc(S(=O)(=O)Nc2cccnc2)cc1,3,-1,-1,-1,98,0.1,-3,0,-2,97,101
O=C(COC(=O)CC(c1ccccc1)c1ccccc1)Nc1ccc(F)c(F)c1,5,-2,-4,-8,111,0.2,-4,-1,-3,106,105
Cc1cc(/C=N/NC(=O)Cn2c3ccccc3c(=O)c3ccccc32)c(C)n1-c1ccc(Cl)cc1,-10,-2,-3,0,98,-0.3,-4,0,0,97,101
COc1ccc(S(=O)(=O)N(Cc2cc3cc(C)ccc3[nH]c2=O)CC2CCCO2)cc1 (stereo unspecified),1,2,-1,-12,100,0.5,-6,-2,-7,102,107

# Screening results: PubChem, NMMLSC
